# TDP43 rescue: qHTS of TDP-43 Inhibitors; TDP-43 expressing yeast growth rescue, BacTiter-Glo, 24 h; Potency, µM (highest dose often 46.1 µM), for the others: top-dose growth rescue (activation), actives largely listed as activators; actives 1.8% (n = 410,000); AID 652104, 2013; also: % of control where 0% means no effect; nearly all actives have a fitted effect of over 50% in size
#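 In this qHTS, compounds that restore growth of yeast expressing TDP-43 appear as activators. Cells (OD600=0.02, galactose medium, raffinose-pregrown) are incubated with compound 24 hr at 30 deg C and growth is quantified by BacTiter-Glo.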
# KB-3-1 cytotox: qHTS assay for MDR1-selective chemotherapeutics: Primary screen using the parental adenocarcinoma cell KB-3-1. KB-3-1 viability, CellTiter-Glo ATP luminescence, 72 h. Potency, µM (highest dose often 46.1 µM), for the others: top-dose activity change, negative = cytotoxic, most hits filed as cytotoxic. actives 1.4% (n = 400,000). AID 1347075, 2019; also: % is scaled to controls: 0 for no effect and ±100 for the full control effect; nearly all actives have a fitted effect of over 60% in size
#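 72 h, 37 °C compound treatment of KB-3-1 parental cells; CellTiter-Glo added, 10 min, luminescence read. Data corrected against DMSO-only plates and normalized before curve fitting.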
# HT1080NT lethal: qHTS for induction of synthetic lethality in tumor cells producing 2HG: qHTS for the HT-1080-NT fibrosarcoma cell line; HT-1080-NT fibrosarcoma viability, CellTiter-Glo ATP luminescence, 48 h; Potency, µM (top dose mostly 46.1 µM), for inactives: at the top dose activity, negative = less viability, usual class: cytotoxic; actives 1.6% (n = 360,000);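 also: NT is the 2HG producing partner of a matched IDH1 knockdown line; 0% = DMSO-treated cells and -100% = media-only wells without cells; nearly all actives have a fitted effect of over 55% in size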
#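 Read-out is CellTiter-Glo luminescence after 10 minutes at room temperature, following 48 hours' compound treatment of HT-1080-NT cells (750 cells/well, RPMI, 5% FBS, 37 degrees C).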
# GLP1R inv ag: qHTS of GLP-1 Receptor Inverse Agonists (Inhibition Mode) | AID 624417, 2012 | HEK293 GLP-1R CRE-luciferase, luminescence, 24 h; GLP-1R form is constitutively active | Glucagon-like peptide 1 receptor (Homo sapiens), P43220 | Potency, µM (highest dose often 38.3 µM), for the others: at the highest dose activity change, negative = inhibition, actives largely listed as inhibitors | actives 1.6% (n = 410,000); also: % is scaled to controls: 0 for no effect and ±100 for the full control effect; nearly all actives have a fitted effect of over 55% in size
# Target sequence (P43220 whole entry, looked up): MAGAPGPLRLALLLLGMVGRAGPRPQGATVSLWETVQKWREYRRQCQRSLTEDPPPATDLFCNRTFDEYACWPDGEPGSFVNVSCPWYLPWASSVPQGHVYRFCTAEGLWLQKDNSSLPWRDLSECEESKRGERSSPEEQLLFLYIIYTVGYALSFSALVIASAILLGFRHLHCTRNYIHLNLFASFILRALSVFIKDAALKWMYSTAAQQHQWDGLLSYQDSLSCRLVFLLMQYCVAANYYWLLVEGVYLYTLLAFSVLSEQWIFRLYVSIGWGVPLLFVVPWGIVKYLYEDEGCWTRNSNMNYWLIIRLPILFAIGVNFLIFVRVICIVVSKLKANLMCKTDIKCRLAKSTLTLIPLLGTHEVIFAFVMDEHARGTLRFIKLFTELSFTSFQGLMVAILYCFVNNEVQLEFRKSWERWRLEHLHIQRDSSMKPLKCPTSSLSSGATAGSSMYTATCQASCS
#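 Assay principle: reduced luminescence from a cAMP-responsive reporter in HEK293 cells co-expressing a constitutively active GLP-1R. Conditions: 24 hr compound incubation, 37 deg C, 5% CO2.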
# SW480 rerep: A quantitative high throughput screen for small molecules that induce DNA re-replication in SW480 colon adenocarcinoma cells | SW480 DNA re-replication, Hoechst DNA content imaging, 48 h | Potency, µM (top dose mostly 46.1 µM), for inactives: at the top dose re-replication activation, hits mostly activators | actives 1.8% (n = 340,000); also: % of control where 0% means no effect; nearly all actives have a fitted effect of over 55% in size
#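 Compounds, transferred as 23 nL by pin tool, were incubated with cells for 48 hr; DNA content per nucleus was then quantified by Hoechst staining and fluorescence plate imaging.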
# HT1080 IDH1KD tx: qHTS for induction of synthetic lethality in tumor cells producing 2HG: qHTS for the HT-1080-IDH1KD cell line. HT-1080 IDH1 knockdown viability, ATP luminescence, 48 h. Potency, µM (top dose mostly 46.1 µM), without a hit: top-dose activity, negative = toxicity, usual class: cytotoxic. actives 2% (n = 360,000). AID 686971, 2013;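 also: 0% = DMSO wells and -100% = cell-free medium wells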
#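 Cytotoxicity counter-line: IDH1KD HT-1080, 48 h, CellTiter-Glo. Curves classed by r2, magnitude and activity.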
# HEK293 tox: qHTS of GLP-1 Receptor Inverse Agonists: Cytotox Screen; HEK293 cAMP-luciferase reporter cells, luminescence, 24 h; Potency, µM (highest dose often 38.3 µM), without a hit: top-dose activity change, negative = inhibition, hits mostly inhibitors; actives 0.13% (n = 410,000);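 also: loss of luciferase light is scored as toxicity; % is scaled to controls: 0 for no effect and ±100 for the full control effect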
#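 Cells in DMEM/10% Nu serum/1% pen-strep, 1536-well format. Pre-incubated 12 h, dosed with 23 nL compound, incubated a further 24 h. Luciferase detection, 12 min at room temp, luminescence.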
# GLP-1R agonist: qHTS of GLP-1 Receptor Agonists | HEK293 GLP-1R CRE-luciferase, luminescence, 4-6 h; cells express a hypersensitive GLP-1R form | AID 624172, 2012 | Glucagon-like peptide 1 receptor (Homo sapiens), P43220 | actives 0.007% (n = 380,000) | Potency, µM (series often up to 45.6 µM), for inactives: top-dose activation, most hits filed as activators; also: % of control where 0% means no effect
# KB-V1 cytotox: qHTS assay for MDR1-selective chemotherapeutics: Primary screen using the drug-selected MDR subline cells KB-V1 | KB-V1 MDR cells viability, CellTiter-Glo, 72 h | Potency, µM (top dose mostly 46.1 µM), inactives show top-dose activity change, negative = cytotoxicity, hits mostly cytotoxic | actives 3.4% (n = 400,000) | AID 1347076, 2019; also: % is scaled to controls: 0 for no effect and ±100 for the full control effect; nearly all actives have a fitted effect of over 60% in size
#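 Readout: CellTiter-Glo luminescence, 10 min after addition. Cells: KB-V1 MDR subline, 72 h at 37 degrees C with compound. Analysis: corrected, normalized data fitted to concentration-effect curves.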
# * marks the source's active call; other numbers are inactive results; ? = inconclusive; . = not tested or not shown; [ ] = dose if it differs, or a comment. Calls follow the shape of the dose curve; as a rule, active = well fitted curve in the direction sought with a large enough effect; inconclusive = small, poorly fitted or top-dose-only effect, or another doubt; inactive = no such curve, though single readings can be large; an effect the other way counts as inactive or inconclusive. Potency is read from the fitted curve at half-maximal effect. This is a random part of the collection; any-hit rate near 9.4%.
SMILES,TDP43 rescue,KB-3-1 cytotox,HT1080NT lethal,GLP1R inv ag,SW480 rerep,HT1080 IDH1KD tx,HEK293 tox,GLP-1R agonist,KB-V1 cytotox
NS(=O)(=O)c1ccc(CCNC(=O)c2cc(=O)[nH]c3ccccc23)cc1,-20.5%,-0.7%,19.4%,4.9%,-53.6%[inhibitor],13.8%,0.0%,2.5%,0.5%
Cc1c(C)c2ccc(OC(C)C(=O)N3CC[C@@]4(O)CCCC[C@H]4C3)c(C)c2oc1=O (some centres undefined),22.9%,-3.5%,-9.1%,28.0%,-54.4%[inhibitor],-3.7%,-2.8%,2.5%,-11.0%
CC1=C(C(=O)OCC(C)C)C(c2ccc(Br)s2)NC(=O)N1 (centres undefined),-10.9%,-26.5%,-18.3%,?,-3.4%,?,-18.0%,14.0%,-20.0%
Cn1c(N)c(C(=O)CNC2CCCCC2)c(=O)n(C)c1=O,11.9%,29.5%,0.0%,-4.1%,2.2%,-1.1%,-10.0%,-1.5%,28.2%
CN1CCN(C(=O)C2=C[C@H](c3coc4ccccc4c3=O)C[C@H](OCc3ccc(CO)cc3)O2)CC1,8.1%,13.2%,18.5%,15.6%,-5.9%,13.5%,-6.1%,-3.3%,0.0%
CCN(C(=O)COC(=O)CN(C)S(=O)(=O)c1ccc(NC(C)=O)cc1)C1CCS(=O)(=O)C1 (centres undefined),24.3%,.,-1.6%,3.9%,1.1%,8.5%,-1.7%,-3.0%,.
Cc1ccc2[nH]cc(C(=O)NCc3cccs3)c(=O)c2c1,-18.6%,1.2%,-26.1%,53.3%[activator],-3.4%,2.7%[9.24 µM],5.1%,0.4%,?
Cc1ccc(/C=N\NC(=O)c2csnn2)cc1,-11.1%,-2.9%,-0.3%,10.6%,0.9%,-0.6%,2.1%,-42.0%[inhibitor],2.8%
Cc1oncc1-c1cn2ccccc2n1,4.8%,-4.7%,12.9%,17.2%,-1.4%,11.5%,-9.7%,-6.6%,18.6%
CCCCOC(=O)c1ccc(Nc2nnc(-n3nc(C)cc3C)c3ccccc23)cc1,30.0%,-10.9%,.,-10.2%,.,.,-0.9%,.,-6.7%
COc1ccc(C)c2sc(NC(=O)c3ccc(S(=O)(=O)N4CCOCC4)cc3)nc12,22.0%,-8.8%,.,5.5%,.,.,-5.9%,19.8%,54.4%
Cc1cc(C)n2nc(CNC(=O)c3ccc(Cl)cc3)nc2n1,1.3%,-2.9%,.,11.7%,.,.,-20.8%,.,-12.4%
O=C(CN1CCN(c2ccccn2)CC1)Nc1ccc(OCc2ccccc2)cc1,-22.4%,-14.7%,5.1%,0.0%,-1.8%,-5.6%,2.6%,1.9%,-4.7%
CC1CCCC(NC(=O)CNC(=O)c2cccs2)C1C (centres undefined),-3.9%,1.2%,2.7%,-8.1%,?,11.0%,-1.6%,7.0%,-1.0%
CCOC(=O)C1CCCN(C(=O)c2ccc(C(=O)c3ccccc3)cc2)C1 (centres undefined),-0.3%,2.8%,-6.5%,?,-8.7%,0.2%,-4.0%,4.7%,-1.5%
CC(NC(=O)c1c(O)nc2ccccn2c1=O)c1ccccc1 (centres undefined),-52.8%[inhibitor],?,.,?,.,.,24.4%,-7.7%,?
Clc1cccc(N2CCN(c3nc4ccccc4c4nc(-c5ccccc5)nn34)CC2)c1,5.7%,16.3%,.,-5.4%,.,.,-3.3%,.,?
CCOc1ccccc1N(C)C(=O)CCS(=O)(=O)c1ccc2c(c1)NC(=O)C(C)S2 (centres undefined),3.3%,3.9%,1.8%,-6.7%,-9.7%,-1.2%,4.5%,1.3%,-8.8%
COCC(C)NC(=S)N1CCN(c2ccccc2Cl)CC1 (centres undefined),?,1.5%,11.1%,-8.9%,9.9%,8.0%,-0.3%,5.0%,-4.0%
Cc1cc(NC(=O)CN2C(=O)c3ccccc3S2(=O)=O)no1,-5.9%,4.4%,22.1%,11.7%,-0.1%,-1.2%,-6.0%,-1.1%,0.0%
CCOc1ccc(NC(=O)CCN2CCCCC2)cc1,-10.7%,6.5%,5.5%,3.6%,-11.1%,-1.2%,-0.8%,8.5%,?
CC1=C(c2ccc(C(C)C)cc2)S(=O)(=O)N=C1N1CCC(C(=O)NCc2ccco2)CC1,18.7%,-4.0%,.,8.6%,.,.,-12.5%,.,12.9%
CC1(C(=O)NS(=O)(=O)c2ccccc2Cl)CCN1C(=O)C1CC1 (centres undefined),34.8%,0.0%,6.0%,13.5%,.,20.7%,3.0%,-3.8%,3.1%
N#CCCN(C(=O)COC(=O)c1ccc2c(c1)OCO2)c1ccccc1,26.9%,0.6%,2.2%,8.3%,-14.1%,0.0%,6.2%,-1.4%,-17.7%
CCn1c(SCC(=O)N2CCN(c3ccccc3)CC2)nnc1-c1ccoc1C,-12.9%,-7.9%,-3.2%,-24.7%,2.7%,-24.6%,18.7%,-11.2%,?
COc1ccc(C(=O)c2c(C(F)(F)F)oc3c2C(=O)c2ccccc2C3=O)cc1,-11.3%,?,7.31µM*,7.08µM*,5.17µM*,6.51µM*,-17.5%,-33.6%[inhibitor],?
Nc1nc(-c2ccco2)nn1S(=O)(=O)c1ccccc1,0.0%,3.3%,3.6%,26.8%,2.2%,0.8%,-1.3%,0.2%,-0.2%
COc1ccc(C(=O)c2c3ccc(OC)cc3[n+]([O-])n2CCCC(N)=O)cc1,19.6%,12.1%,0.0%,-13.9%,-8.8%,1.3%,-24.8%,-2.7%,2.5%
CC(=O)Nc1ccc2c(c1)CCc1ccccc1-2,?,1.6%,-5.0%,?,-4.2%,-3.2%,-2.3%,9.5%,-4.3%
Cc1oc(-c2ccccc2Cl)nc1CS(=O)(=O)CC(=O)NCCc1ccccc1,21.4%,12.2%,6.1%,?,-2.6%,2.5%,2.5%,2.2%,-13.3%
O=C(Nc1ccc(F)c(Cl)c1)c1ccc2nc([C@@H]3O[C@H](CO)[C@H](O)[C@H](O)[C@H]3O)[nH]c2c1,13.5%,0.0%,?,2.0%,.,13.8%,0.3%,-0.2%,5.4%
Cc1ccc(-n2ncc3c(=O)n(CC(=O)OCc4ccccc4)cnc32)cc1,-15.0%,0.6%,5.8%,2.5%,2.1%,3.3%,-1.4%,-1.1%,-20.5%
O=C(N/N=C/c1cccnc1)c1cc(-c2cccs2)nc2ccccc12,21.7%,16.4µM*,?,-26.0%,?,?,-12.8%,0.0%,?
CC(C)CNS(=O)(=O)c1ccccc1C(=O)N1CCCCC1,-12.0%,-2.5%,-3.8%,0.4%,-5.3%,3.1%,-0.3%,-1.4%,14.6µM*
O=C(c1ccc(-c2cc(O)c3ncccc3c2)cc1)N1CCNCC1,.,?,.,.,?,.,.,9.5%,0.0%
CC(=O)N1c2ccc(S(=O)(=O)N(C)CC(=O)NC3CCCC3)cc2CC1C (centres undefined),?,-2.6%,17.4%,1.5%,-1.3%,6.0%,4.1%,1.5%,0.0%
Cc1cc(-c2ccccc2)n2nc(N)nc2n1,-3.9%,-3.4%,8.4%,94.0%[activator],-13.1%,9.5%,3.9%,6.3%,11.6%
O=C(COC(=O)C1CC1)NCc1ccccc1,-11.4%,-3.7%,10.5%,20.4%,-30.7%[inhibitor],7.5%,8.9%,7.0%,5.0%
CC(C)c1ccc(CC(=O)N2CCC2(C)C(=O)NCc2cccc3ccccc23)cc1 (centres undefined),0.0%,-3.1%,?,?,.,?,-22.9%,1.9%,-0.1%
COCc1cc(Sc2c(Cl)cccc2Cl)nc(-c2ccccc2)n1,-20.3%,-18.2%,-14.5%,?,0.5%,-15.9%,-1.2%,-2.5%,-12.2%
CN1C(=O)Cc2cc(S(=O)(=O)CCC(=O)Nc3ccc(F)c(Cl)c3)ccc21,-13.9%,5.6%,.,-8.9%,.,.,0.3%,.,20.8%
CCCNS(=O)(=O)c1ccc(CCC(=O)NCc2ccco2)cc1,-4.1%,8.1%,20.5%,1.6%,-2.0%,14.9%,-10.4%,-4.6%,11.0%
O=c1cc(CN2CCN(c3ccccc3F)CC2)c2cc3c(cc2o1)CCCC3,-20.9%,19.0%,3.8%,0.0%,1.2%,17.6%,5.6%,-12.2%,17.6%
COc1ccc(OC)c(-n2c(SCC(C)=O)nnc2-c2cccc(S(=O)(=O)N(C)C)c2)c1,3.7%,3.2%,4.3%,3.1%,-3.7%,-1.2%,15.1%,8.7%,1.5%
Cc1ccc(CSC2=NCCN2C(=O)c2ccc(S(=O)(=O)N(C)C)cc2)cc1,13.6%,-2.5%,-6.0%,15.5%,-4.4%,-5.1%,1.9%,6.7%,?
COC(=O)C1CCN(S(=O)(=O)c2cc3c4c(c2)C(C)C(=O)N4CCC3)CC1 (centres undefined),0.0%[9.22 µM],2.9%,.,12.9%,.,.,1.4%,.,-1.0%

# Three of the entries above in order of their number in GLP-1R agonist, largest number first.
mol | TDP43 rescue | GLP1R inv ag | SW480 rerep | GLP-1R agonist
O=C(c1ccc(-c2cc(O)c3ncccc3c2)cc1)N1CCNCC1 | . | . | ? | 9.5%
CCOC(=O)C1CCCN(C(=O)c2ccc(C(=O)c3ccccc3)cc2)C1 (centres undefined) | -0.3% | ? | -8.7% | 4.7%
O=C(CN1CCN(c2ccccn2)CC1)Nc1ccc(OCc2ccccc2)cc1 | -22.4% | 0.0% | -1.8% | 1.9%

# Compound activity as filed in PubChem.
